UCHL1 block = human UCHL1 deubiquitinase inhibition; P09936; purified UCHL1, Ub-rhodamine cleavage fluorescence; inhibition, % at 20 µM; hit rate 0.2% among 47,000
Target sequence (P09936 whole entry, looked up): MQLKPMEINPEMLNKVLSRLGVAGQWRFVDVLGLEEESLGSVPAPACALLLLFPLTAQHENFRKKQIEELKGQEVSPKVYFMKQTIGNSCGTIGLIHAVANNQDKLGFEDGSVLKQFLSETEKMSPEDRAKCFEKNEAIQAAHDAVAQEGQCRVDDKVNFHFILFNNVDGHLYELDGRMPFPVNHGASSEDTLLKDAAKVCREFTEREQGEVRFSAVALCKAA
USP28 inh = human USP28 deubiquitinase inhibition; Q96RU2; purified USP28, Ub-rhodamine cleavage fluorescence, 30 min; inhibition, % at 25 µM; hit rate 3% among 47,000
USP10 block = inhibitors of human USP10 deubiquitinase; Q14694; purified USP10, Ub-rhodamine fluorescence, 60 min; inhibition, % at 20 µM; hit rate 1.1% among 47,000
Target sequence (Q14694 whole entry, looked up): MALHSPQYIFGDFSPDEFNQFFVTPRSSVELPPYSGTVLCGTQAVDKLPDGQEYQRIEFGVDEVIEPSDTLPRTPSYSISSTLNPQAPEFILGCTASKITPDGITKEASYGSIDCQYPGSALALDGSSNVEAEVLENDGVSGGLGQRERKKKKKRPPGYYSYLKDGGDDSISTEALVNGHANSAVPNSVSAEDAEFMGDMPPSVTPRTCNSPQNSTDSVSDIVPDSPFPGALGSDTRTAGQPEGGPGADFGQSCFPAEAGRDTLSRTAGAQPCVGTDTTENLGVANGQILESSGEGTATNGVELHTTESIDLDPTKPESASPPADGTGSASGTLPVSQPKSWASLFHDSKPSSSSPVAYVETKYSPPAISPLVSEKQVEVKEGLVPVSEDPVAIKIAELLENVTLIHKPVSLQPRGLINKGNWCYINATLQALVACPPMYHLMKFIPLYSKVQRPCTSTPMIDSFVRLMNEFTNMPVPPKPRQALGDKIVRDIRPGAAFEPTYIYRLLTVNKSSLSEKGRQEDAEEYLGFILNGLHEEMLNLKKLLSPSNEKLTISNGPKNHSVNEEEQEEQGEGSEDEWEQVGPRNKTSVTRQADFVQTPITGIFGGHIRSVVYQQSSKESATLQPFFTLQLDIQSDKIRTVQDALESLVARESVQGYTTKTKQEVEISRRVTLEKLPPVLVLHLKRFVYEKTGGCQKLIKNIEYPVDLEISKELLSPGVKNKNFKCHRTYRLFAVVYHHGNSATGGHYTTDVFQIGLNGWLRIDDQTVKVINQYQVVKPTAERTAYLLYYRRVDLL
OTUD3 block = blocks human OTUD3 ubiquitin-rhodamine cleavage | Q5T2D3 | purified OTUD3, Ub-rhodamine fluorescence, 2 h | inhibition, % at 25 µM | hit rate 0.7% among 47,000 | AID 1645858
USP30 block = inhibitors of human USP30 deubiquitinase; purified USP30, Ub-rhodamine cleavage fluorescence; inhibition, % at 25 µM; hit rate 5.3% among 47,000; AID 1645860; Q70CQ3
USP17 inh = human USP17-like deubiquitinase inhibition. A8MUK1. purified USP17, Ub-rhodamine cleavage fluorescence, 3 h. inhibition, % at 50 µM. hit rate 6.5% among 47,000. AID 1645855
USP7 block = human USP7 deubiquitinase inhibition | purified USP7, Ub-rhodamine cleavage fluorescence | inhibition, % at 20 µM | hit rate 0.3% among 47,000 | AID 1645854
USP8 inh = inhibitors of human USP8 deubiquitinase; inhibition, % at 20 µM; purified USP8, Ub-rhodamine cleavage fluorescence, 30 min; P40818; hit rate 4.2% among 47,000; AID 1645853
* marks the source's active call; other numbers are inactive results; i = inactive; x = not tested or not shown. Rule as the data show it: active = inhibition above about 30%; inactive = the rest.

item | SMILES | UCHL1 block | USP28 inh | USP10 block | OTUD3 block | USP30 block | USP17 inh | USP7 block | USP8 inh
1 | Cc1ccc(NC(=O)C2C3C=CC4(O3)C2C(=O)N(C2CCCCCC2)C4C(=O)NC2CCCCC2)cc1Cl (stereo not given) | -2 | -3 | 14 | 0 | 2 | 49* | -64 | 11
2 | Cc1cc(C(=O)N2CCC3(CC2)CC(Oc2ccccc2)CO3)nc(C2(C)CCN(C)CC2)n1 (stereo not given) | -1 | 16 | -2 | 16 | 24 | 4 | 2 | 14
3 | CCOC(=O)c1cc(C23CC4CC(CC(C4)C2)C3)nc2ccccc12 | 1 | 2 | 6 | 10 | 8 | 7 | 9 | 8
4 | COc1ccc(CCn2cnc3c4ccccc4n(C)c3c2=O)cc1 | 5 | 6 | 0 | 4 | 19 | 12 | 4 | 2
5 | CCOc1ccc(N(C(=O)Cn2nnc3ccccc32)C(C(=O)NC(C)(C)C)c2cccc(OC)c2OC)cc1 (stereo not given) | 1 | -6 | 0 | -8 | -5 | -8 | 3 | 2
6 | O=C(c1cc(-c2cnc(N3CCOCC3)nc2)cn1CC1CC1)N1CCOCC1 | 1 | 10 | 5 | 5 | 18 | 12 | 4 | 6
7 | CCCCCn1c(=O)[nH]c2cc(C(=O)NCc3ccccc3OC)ccc2c1=O | -10 | -14 | 15 | 7 | -6 | 9 | 7 | 5
8 | O=C(Nc1ccc2ccccc2n1)c1ccco1 | 0 | -2 | 2 | 2 | 4 | 1 | 1 | -1
9 | CCn1c(SCC(=O)N2CCCc3ccccc32)nnc1-c1ccc2c(c1)OCCO2 | 2 | 8 | 0 | 14 | 28 | 9 | 4 | 20
10 | CC(=O)N1[C@@H]2CN(C(=O)c3cccc(=O)[nH]3)[C@@H]3CCCC[C@H]1[C@]3(C)C2 | 1 | 8 | 0 | 16 | 19 | 7 | 3 | 2
11 | Cc1cccc(NCc2cc(=O)n3cc(C)ccc3n2)c1 | 4 | 26 | -1 | 1 | 7 | 46* | 3 | 12
12 | CCc1nc(-c2ccc(C)c(S(=O)(=O)NC3CCCCC3)c2)no1 | 3 | 11 | 0 | 7 | 3 | 11 | -6 | 14
13 | CC(C)[C@H](NC(=O)[C@H](Cc1ccccc1)n1c(=O)[nH]c2ccccc2c1=O)C(=O)NCC1CCC(C(=O)O)CC1 (stereo not given in full) | -4 | -9 | 3 | -1 | -1 | -10 | -7 | -31
14 | NC(=O)c1nc(Cn2c(C(F)(F)F)nc3ccccc32)no1 | -1 | -5 | 4 | -1 | 1 | 0 | 0 | -20
15 | CC(C)c1noc2ncc(-c3nnc(Cc4ccc(F)cc4)o3)cc12 | 2 | 21 | 2 | 13 | 27 | 8 | -10 | 17
16 | COc1ccccc1-n1c(C)cc(/C=C2/C(=N)N3C(c4ccccc4)=CSC3=NC2=O)c1C | -21 | -106 | -8 | -56 | -363 | -52 | -15 | -30
17 | CC(=O)CSc1nnc2n1CCCN2C(=O)Nc1cccc(C(F)(F)F)c1 | -1 | -8 | -1 | -7 | -8 | -25 | 2 | -47
18 | COc1ccc2c(c1OC)C(=O)N1c3ccccc3N=C(c3ccccc3)CC21 (stereo not given) | 0 | -2 | 3 | -2 | 11 | 1 | -3 | 1
19 | CC(C)CCNC(=O)CCc1nnc2ccc(N3CCCCC3)nn12 | 1 | 1 | 0 | 5 | 10 | 8 | -6 | 1
20 | Cn1cc(C2CCCN2C(=O)CCc2nc(-c3ccco3)no2)cn1 (stereo not given) | -4 | -8 | -3 | -2 | -38 | 0 | 0 | 1
21 | O=C(Cn1nnc2ccccc21)N1CCCC1c1ccc2c(c1)OCCCO2 (stereo not given) | -2 | -3 | 8 | 1 | 18 | 2 | 0 | 9
22 | CN(C=C1NC(=O)c2ccccc2N1)CC(=O)Nc1ccc(Cl)c(Cl)c1 | 4 | 6 | 2 | -1 | -13 | -2 | -24 | -34
23 | Cc1nc(-c2cccc(S(=O)(=O)N3CCN(c4ccccc4F)CC3)c2)no1 | 3 | 4 | 2 | 0 | 8 | -4 | 2 | 10
24 | O=C(c1cc2occc2c(Nc2ccc(F)cc2)n1)N1CCN(c2ccccc2F)CC1 | 3 | 0 | 7 | -5 | 23 | 0 | 5 | -22
25 | CC(C)CNC(=O)Cn1ncc2c(N3CCCCCC3)ncnc21 | -1 | 0 | 3 | -6 | -25 | 5 | -2 | 0
26 | CC(/C=C/C=C(\C)C(O)C(C)C(=O)OC1CC(C)C=C2C=CC(C)(O)C(C)(C(=O)CCO)C21)=C\C=C\C(=O)O (stereo not given) | -6 | -15 | -10 | -13 | -36 | -11 | -8 | -26
27 | O=C(Oc1ccc(-c2csnn2)cc1)C1CC1 | -2 | 0 | 1 | -4 | 0 | x | -30 | 4
28 | Cn1c(SCc2ccc(F)cc2)nnc1-c1cnccn1 | -3 | 4 | -2 | 3 | 0 | 3 | -2 | 1
29 | O=C1NC2(CCN(C(=O)c3ccc(Cl)cc3)CC2)N=C1c1ccc(Cl)cc1 | 1 | 0 | 1 | 2 | 0 | -2 | -28 | -2
30 | Fc1cccc(-c2noc(-c3ccc(N4CCC5(CC4)OCCO5)nc3)n2)c1 | 0 | 5 | 0 | 9 | 18 | 11 | 2 | -3
31 | Cc1ccc(Nc2c(S(=O)(=O)c3ccc(C)cc3)cnc3ccc(Cl)cc23)cc1 | 2 | 7 | -2 | 12 | 12 | 8 | 7 | -54
32 | O=C(c1ccnn1-c1ccc2ccc(-c3ccncc3)cn12)N1CCCC1 | -60 | -280 | -7 | -212 | i | -181 | -58 | -324

Reprinted from the part before: 2 entries, then new ones.
item | SMILES | UCHL1 block | USP28 inh | USP10 block | OTUD3 block | USP30 block | USP17 inh | USP7 block | USP8 inh
31 | Cc1ccc(Nc2c(S(=O)(=O)c3ccc(C)cc3)cnc3ccc(Cl)cc23)cc1 | 2 | 7 | -2 | 12 | 12 | 8 | 7 | -54
32 | O=C(c1ccnn1-c1ccc2ccc(-c3ccncc3)cn12)N1CCCC1 | -60 | -280 | -7 | -212 | i | -181 | -58 | -324
33 | COc1ccc(C2/C(=C(\O)c3ccccc3)C(=O)C(=O)N2c2cccc(C(F)(F)F)c2)cc1 (stereo not given) | -5 | 10 | 30* | 0 | 33* | x | 4 | -87
34 | COc1ccccc1C(=O)N1CCc2nc(-c3ccc(F)cc3)ncc2C1 | -1 | -3 | -1 | -6 | -12 | -4 | -131 | 0
35 | CCCn1c(NC(=O)Cc2ccc(OC)c(OC)c2)nc2ccccc21 | 2 | 0 | -2 | -6 | -20 | 10 | 0 | 64*
36 | CCCc1ccc(S(=O)(=O)NCc2ccccc2F)cc1 | 6 | 20 | 8 | 16 | 15 | 21 | 2 | 6
37 | O=C(CCCCCn1c(=O)c2sccc2n(CC(=O)c2ccc(F)cc2)c1=O)NCc1ccccc1Cl | -5 | 16 | 15 | 4 | 39* | 19 | 2 | 45*
38 | COc1ccc(Cl)cc1NC(=O)c1cc2cccnc2n(C)c1=O | 1 | x | -4 | -1 | x | 23 | 5 | -6
39 | Cc1ccc2[nH]c(=O)c(CN(CC3COCCO3)C(=O)Nc3cccc(Cl)c3)cc2c1 (stereo not given) | 11 | 7 | 11 | 11 | 6 | 0 | 8 | 11
40 | COC(=O)C(Cc1ccccc1)NC(=O)C1C2CCCCC21 (stereo not given) | 0 | 2 | 0 | 0 | 7 | 3 | -12 | 2
41 | CS(=O)(=O)c1cnc(-c2ccncc2)nc1C1CCCN(C(=O)c2cccnc2)C1 (stereo not given) | 0 | 0 | 0 | 6 | -6 | 0 | 2 | 4
42 | COc1ccc(S(=O)(=O)N2CCOC(c3nccnc3N)C2)cc1 (stereo not given) | -1 | -2 | 2 | 0 | -1 | -1 | 1 | -10
43 | CC1CN(c2oc(-c3ccccc3F)nc2C#N)CC(C)O1 (stereo not given) | 1 | -11 | 0 | 0 | 6 | 27 | 0 | 2
44 | Cc1nc(N2CCN(C)CC2)ncc1-c1cc(=O)[nH]c(N2CCC(Cc3ccccc3)CC2)n1 | 1 | -4 | 2 | -9 | -13 | -3 | 0 | 1
45 | COC1C(C)=C(C)C(=O)N1C1CCCc2ccccc21 (stereo not given) | 0 | -7 | 0 | -6 | 4 | x | 3 | 5
46 | Cc1ccc(C(C)C(=O)N2CCC(c3onc4c3CCCC4)CC2)cc1 (stereo not given) | 1 | 10 | 4 | 7 | 16 | 7 | 0 | 2
47 | COc1ccccc1CNC(=O)c1ccccc1-c1ccccc1 | 0 | -7 | -7 | 0 | -18 | 0 | -32 | -1
48 | COc1cc(S(=O)(=O)N2CCC3(CC2)OCCO3)ccc1-n1cnnn1 | 1 | 11 | 3 | 11 | 25 | 18 | 5 | 12
49 | Cc1sc(-c2ccncc2)nc1OC(=O)c1ccc(Cl)cc1Cl | -35 | -8 | -7 | -12 | 0 | 0 | -51 | -13
50 | OC(CN1CCc2nc3ncccc3cc2C1)c1ccc(F)cc1 (stereo not given) | -70 | -152 | -7 | -181 | i | -89 | -88 | -68
51 | CCc1nnc2cc(N3CCN(C(=O)c4ccc(OC)cc4)CC3)cnn12 | 7 | 6 | -1 | 3 | 13 | -1 | 12 | 11
52 | COCCN1C(=O)c2ccccc2C(C(=O)N2CCN(c3ccccc3)CC2)C1c1cccs1 (stereo not given) | 0 | -4 | -1 | -5 | -11 | -3 | 1 | -22
53 | Cc1noc(C)c1CCC(=O)N1CCN(CC2CCCO2)CC1 (stereo not given) | -2 | -9 | 1 | -3 | -41 | -12 | 3 | -5
54 | CC[C@@H]1CC[C@]2(O)OC[C@H]3C(=O)[C@]2(O)[C@@H]1O[C@@H]3O | 0 | -2 | 0 | -4 | -30 | -9 | 4 | 2
55 | CC1(C(=O)N2CCN(c3ncccn3)CC2)Cc2ccccc2C(=O)O1 (stereo not given) | 1 | 9 | 0 | 8 | 16 | -5 | 3 | 12
56 | Cc1ccccc1OCC(=O)Nc1ccc(O)c(-c2nc3ccccc3o2)c1 | -8 | 14 | -3 | -41 | 16 | -17 | 3 | -21

Ordered by SMILES length (rising): part of the list above.
item | SMILES | UCHL1 block | USP28 inh | USP10 block | OTUD3 block | USP30 block | USP17 inh | USP7 block | USP8 inh
45 | COC1C(C)=C(C)C(=O)N1C1CCCc2ccccc21 (stereo not given) | 0 | -7 | 0 | -6 | 4 | x | 3 | 5
50 | OC(CN1CCc2nc3ncccc3cc2C1)c1ccc(F)cc1 (stereo not given) | -70 | -152 | -7 | -181 | i | -89 | -88 | -68
49 | Cc1sc(-c2ccncc2)nc1OC(=O)c1ccc(Cl)cc1Cl | -35 | -8 | -7 | -12 | 0 | 0 | -51 | -13
42 | COc1ccc(S(=O)(=O)N2CCOC(c3nccnc3N)C2)cc1 (stereo not given) | -1 | -2 | 2 | 0 | -1 | -1 | 1 | -10
46 | Cc1ccc(C(C)C(=O)N2CCC(c3onc4c3CCCC4)CC2)cc1 (stereo not given) | 1 | 10 | 4 | 7 | 16 | 7 | 0 | 2
55 | CC1(C(=O)N2CCN(c3ncccn3)CC2)Cc2ccccc2C(=O)O1 (stereo not given) | 1 | 9 | 0 | 8 | 16 | -5 | 3 | 12
48 | COc1cc(S(=O)(=O)N2CCC3(CC2)OCCO3)ccc1-n1cnnn1 | 1 | 11 | 3 | 11 | 25 | 18 | 5 | 12
41 | CS(=O)(=O)c1cnc(-c2ccncc2)nc1C1CCCN(C(=O)c2cccnc2)C1 (stereo not given) | 0 | 0 | 0 | 6 | -6 | 0 | 2 | 4
52 | COCCN1C(=O)c2ccccc2C(C(=O)N2CCN(c3ccccc3)CC2)C1c1cccs1 (stereo not given) | 0 | -4 | -1 | -5 | -11 | -3 | 1 | -22
54 | CC[C@@H]1CC[C@]2(O)OC[C@H]3C(=O)[C@]2(O)[C@@H]1O[C@@H]3O | 0 | -2 | 0 | -4 | -30 | -9 | 4 | 2
44 | Cc1nc(N2CCN(C)CC2)ncc1-c1cc(=O)[nH]c(N2CCC(Cc3ccccc3)CC2)n1 | 1 | -4 | 2 | -9 | -13 | -3 | 0 | 1

(cont.)
item | SMILES | UCHL1 block | USP28 inh | USP10 block | OTUD3 block | USP30 block | USP17 inh | USP7 block | USP8 inh
57 | COCCN1C[C@@]23CN(C(=O)c4cccnc4)C[C@@H](C[C@@H]2S1(=O)=O)O3 | 2 | -1 | 4 | -4 | 11 | -15 | 6 | -77
58 | Cc1csc2c(N3CCN(C(=O)NC(C)(C)C)CC3)ncnc12 | 3 | 16 | 2 | 16 | 22 | 14 | 4 | 18
59 | O=S(=O)(c1ccccc1)N1CCOCC1CCc1cnccn1 (stereo not given) | 2 | -1 | 3 | -1 | -4 | 0 | 1 | 9
60 | COc1ccc(CCNC(=O)CCC(=O)Nc2ccc3nc(N4CCOCC4)cc(C)c3c2)cc1OC | 0 | -17 | 0 | -3 | 2 | 3 | -5 | 13
61 | CC1Cc2ccccc2N1S(=O)(=O)c1nnc(NC(=O)C23CC4CC(CC(C4)C2)C3)s1 (stereo not given) | 4 | -12 | 0 | -12 | -77 | -6 | 11 | 4
62 | Cc1cc(C)c(-c2nc(NC(=O)c3cnccn3)sc2C)cc1C | 3 | -13 | -2 | -8 | -58 | -53 | -15 | -200
63 | COc1cccc(NS(=O)(=O)c2cc(-c3cc(C)no3)ccc2OC)c1 | 6 | 7 | -2 | -1 | 8 | 12 | 0 | -15

Screening data deposited in PubChem by Dana-Farber Cancer Institute and Novartis Institutes for BioMedical Research (Cambridge, Mass).
